Source: PubChem BioAssay
697 NFkB inh = lowers PMA/ionomycin-induced NF-kB signal in 697 B cells; 330,000 tested, 0.33% active; 697 B-cell NF-kB luciferase reporter, 16 h; inhibition, % at 4 µM; in the data active = inhibition above about 35%
APJ antagonist = blocks the human apelin receptor APJ | P35414 | CHO-K1 APJ beta-arrestin complementation, luminescence | inhibition, % at 20 µM | 330,000 tested, 0.32% active | AID 2521;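 active = inhibition above about 40% at 20 µM, limit read from the data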;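 note: cells challenged with 10 nM apelin-13 agonist together with compound; plate controls were apelin-13 plus DMSO wells for no effect and DMSO wells lacking apelin-13 for full effect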
EBI2 block = antagonists of human EBI2 receptor. 360,000 tested, 0.81% active. inhibition, % at 5 µM. EBI2 beta-arrestin recruitment, luminescence, 7a,25-OHC stimulated. P32249; in the data active = inhibition above about 38%;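 note: enzyme fragment complementation signal reports receptor beta-arrestin coupling in cells; 0% = agonist plus DMSO wells and 100% = wells without agonist; some results beyond the cut were filed as inactive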
CXCR6 block = blocks human CXCR6 beta-arrestin recruitment. O00574. CHO-K1 PathHunter CXCR6 beta-arrestin, luminescence. inhibition, % at 20 µM. 360,000 tested, 0.36% active; in the data active = inhibition above about 34%, passing the limit was not always enough;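 note: antagonist mode with CXCL16 agonist at 10 nM final; 0% = 10 nM CXCL16 with DMSO and 100% = unstimulated wells without agonist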
Target sequence (O00574 whole entry, looked up): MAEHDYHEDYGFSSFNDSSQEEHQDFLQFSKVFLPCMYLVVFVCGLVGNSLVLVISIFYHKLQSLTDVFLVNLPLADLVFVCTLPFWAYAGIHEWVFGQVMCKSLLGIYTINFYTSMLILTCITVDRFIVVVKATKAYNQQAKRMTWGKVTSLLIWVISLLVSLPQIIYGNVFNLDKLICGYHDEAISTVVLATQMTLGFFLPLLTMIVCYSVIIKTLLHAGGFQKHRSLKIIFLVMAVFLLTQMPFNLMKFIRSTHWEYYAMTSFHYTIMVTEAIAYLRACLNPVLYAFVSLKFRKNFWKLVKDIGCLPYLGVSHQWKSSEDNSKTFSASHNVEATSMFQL
Jurkat NFkB inh = inhibitors of the PMA/ionomycin-induced NF-kB reporter in Jurkat cells. inhibition, % at 4 µM. 330,000 tested, 0.53% active. PMA/ionomycin-induced NF-kB luciferase reporter, luminescence; in the data active = inhibition above about 50%
UBC13 inh = blocks human UBC13 polyubiquitin chain formation; TR-FRET; P61088; 330,000 tested, 0.47% active; inhibition, % at 20 µM; in the data active = inhibition above about 45%, passing the limit was not always enough
Target sequence (P61088 whole entry, looked up): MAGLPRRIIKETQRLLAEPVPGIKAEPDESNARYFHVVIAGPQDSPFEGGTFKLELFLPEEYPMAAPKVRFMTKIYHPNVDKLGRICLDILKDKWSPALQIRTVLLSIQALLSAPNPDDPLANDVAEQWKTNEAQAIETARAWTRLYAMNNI
CCR6 antag = CCR6 (human) receptor antagonism; P51684; CHO-K1 CCR6 PathHunter beta-arrestin, luminescence, CCL20-stimulated; inhibition, % at 20 µM; 340,000 tested, 0.49% active; AID 493098;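 active = compounds whose inhibition of the agonist-driven luminescence signal at 20 µM reaches about 50%, limit read from the data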;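 note: cells stimulated with CCL20 at 14 nM final; plate controls were DMSO with CCL20 for no effect and DMSO without agonist for full effect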
Target sequence (P51684 whole entry, looked up): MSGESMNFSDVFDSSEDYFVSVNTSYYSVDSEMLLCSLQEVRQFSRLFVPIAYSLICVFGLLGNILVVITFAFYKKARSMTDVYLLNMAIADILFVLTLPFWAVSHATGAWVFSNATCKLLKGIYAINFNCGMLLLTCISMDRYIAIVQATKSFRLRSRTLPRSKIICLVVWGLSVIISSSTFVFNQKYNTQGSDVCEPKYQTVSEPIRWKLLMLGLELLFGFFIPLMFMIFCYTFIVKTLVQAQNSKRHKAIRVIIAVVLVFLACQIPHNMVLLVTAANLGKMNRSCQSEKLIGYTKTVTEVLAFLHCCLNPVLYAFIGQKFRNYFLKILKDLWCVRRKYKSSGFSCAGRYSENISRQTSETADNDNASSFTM
Gli-Sufu antag = Gli-Sufu pathway antagonism. Sufu-KO-LIGHT fibroblasts, Gli luciferase reporter luminescence. inhibition, % at 5 µM. 340,000 tested, 0.74% active. AID 588413;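 active = inhibition above about 55%, limit read from the data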;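 note: 0% = DMSO-treated cells and 100% = wells with medium but no cells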
Starred values were filed as active, the others as inactive; / = no result given.

Values in the order: 697 NFkB inh, APJ antagonist, EBI2 block, CXCR6 block, Jurkat NFkB inh, UBC13 inh, CCR6 antag, Gli-Sufu antag
1: O=C(Nc1ccc(N2CCOCC2)c(Cl)c1)c1ccc(Br)o1
  -91, -13, -7, 4, -115, 3, -7, -84
2: O=C(CCN1C(=O)S/C(=C\c2ccccc2)C1=O)N1CCOCC1
  -25, -1, 2, 2, -3, -11, -5, 4
3: C=CCSc1nc(C)cc(/C=C\c2ccccc2)c1C#N
  -23, 0, 5, 6, -12, -12, -5, 0
4: COc1ccccc1C(=O)Nc1ccc(S(=O)(=O)N2CCc3ccccc32)cc1
  -27, 3, 18, -2, -20, -2, 7, -7
5: O=C(Cn1cc(C(F)(F)F)ccc1=O)NC1CCCC1
  5, 5, -2, 1, 2, -1, -6, 10
6: CC(=O)c1cc(CN2CCN(C3CCCCC3)C(CCO)C2)cs1 (stereo unspecified)
  -3, -5, 2, 5, -1, 4, -8, 11
7: COc1ccccc1C1CC(c2ccc(Br)cc2)=NN1C(=O)c1cccnc1 (stereo unspecified)
  12, 4, 23, 0, 19, 8, 19, 3
8: Cc1noc(C)c1NC(=O)N(C)C[C@H]1Oc2c(NS(=O)(=O)c3cn(C)cn3)cccc2C(=O)N([C@H](C)CO)C[C@@H]1C
  -9, -4, -3, -7, -10, -16, 5, -12
9: CCOc1ccc(S(=O)(=O)N2CCN(C(=O)CN3C(=O)NC(C)(C)C3=O)CC2)cc1
  13, 3, -1, 6, 9, 2, -3, -3
10: Cc1nn(Cc2ccccc2)c2ncccc12
  -15, 3, 10, -4, -15, 2, 5, 10
11: O=C(O)CCS(=O)(=O)c1cc(Br)cc2c1N(C(=O)C1CC1)CC2
  -14, -2, -3, -4, -9, 6, -12, 40
12: COc1cccc(C(=O)NCCCNC(=O)c2cccc(OC)c2)c1
  14, 11, 2, -2, 12, 9, 1, 2
13: O=C(N/N=C/c1c(O)ccc2ccccc12)c1cccc(C(F)(F)F)c1
  -40, -17, 17, -1, 52*, -34, 21, 60*
14: CCC1CCCCN1C(=O)c1ccc(OC2CCN(C(=O)CCOC)CC2)cc1 (stereo unspecified)
  -8, -5, 0, 2, 13, -2, 4, -14
15: COc1ccc(-c2nnc(NC(=O)c3ccc4c(c3)OCCO4)o2)cc1
  -5, 10, -8, 17, -7, -14, 40, -6
16: COc1ccc(/C=C/C(=O)N[C@@H](C)C(=O)O)cc1
  -30, -7, -3, 4, 2, -8, 1, -6
17: CCCCC(NC(=O)CCc1c(C)c2cc3c4c(oc3c(C)c2oc1=O)CCCC4)C(=O)O (stereo unspecified)
  -2, 9, 0, 4, 10, -1, -6, 2
18: Cc1ccc(CN2CCN(/N=C\C=C\c3ccccc3)CC2)cc1
  13, -15, 13, 4, 0, -9, 0, 8
19: COC(=O)c1cccnc1N1CCN(c2ccccc2F)CC1
  15, -13, 7, 1, 1, 7, 15, -17
20: Cn1c(CNC(=O)Cc2ccc3c(c2)OCO3)nnc1SCc1ccccc1
  13, 3, -4, -3, -1, 5, 0, -5
21: Cc1onc(-c2c(F)cccc2Cl)c1C(=O)OCC(=O)NC(=O)NCC(C)C
  20, 1, 9, -9, -15, 11, 2, 14
22: CNC(=O)NC(=O)C(C)OC(=O)c1oc2ccccc2c1CSc1ccc(Cl)cc1 (stereo unspecified)
  -1, 10, 15, 4, 16, 8, 6, -9
23: O=C(O)[C@@H]1CCCN1C(=O)c1ccco1
  -17, 0, -1, 0, 0, -5, -5, 0
24: CCOc1ccccc1N(C)C(=O)c1nn(-c2ccc(OC)cc2OC)c(=O)c2ccccc12
  9, 4, -5, -7, -9, -10, 16, 3
25: Cc1ccc(Sc2ccc(/C=N/O)cc2[N+](=O)[O-])cc1
  5, -7, 10, 8, 16, -5, 26, -36
26: O=C(O)C1CC2C3CC(C(=O)O)C(C3)C2C1 (stereo unspecified)
  /, /, -1, -1, /, /, 8, 8
27: COc1cc2nc(CN3CCN(S(=O)(=O)c4c(F)cccc4F)CC3)[nH]c(=O)c2cc1OC
  22, 7, 36, 0, 9, 2, 15, -5
28: CC1=C(C(=O)OCCNC(=O)c2cccnc2)C(c2cccc([N+](=O)[O-])c2)C(C(=O)OCCN(C)C)=C(C)N1 (stereo unspecified)
  3, 2, -1, 1, 11, 2, 0, 7
29: Cc1ccc(NC(=S)Nc2cccc3cnccc23)c(C)c1
  7, -17, -10, -14, -39, -50, 6, 6
30: FC(F)(F)c1cnc(-c2cnc(-c3ccccn3)nc2)c(Cl)c1
  -67, 10, -30, -2, -83, -4, -5, -61
31: O=C(CN1C(=O)c2cccnc2Oc2ccc(Cl)cc21)Nc1ccc(F)cc1
  -1, -26, 10, -1, -17, -1, -10, 6
32: CCOc1ccc(OCC)c(S(=O)(=O)N2CCOCC2)c1
  14, -3, 12, 3, -5, -3, -14, -2
33: COC(=O)c1ccc(N2CCN(C)CC2)c(NC(=O)c2cccnc2)c1
  16, -12, -7, -5, 3, 2, -2, 19
34: Cc1ccccc1-c1nc(CS(=O)(=O)CC(=O)NCCN2CCCC2)c(C)o1
  -35, -10, -6, 6, -14, 11, -9, 5
35: Cn1c(=O)c2c(-c3ccccc3)n(-c3ccccc3O)cc2n(C)c1=O
  -25, -8, -2, -5, -13, -10, 8, -11
36: Cc1ccc(NC(=O)C/C(N)=N/O)cc1C
  7, -10, -1, 6, -12, 2, 2, -18
37: CCOC(=O)C1CCN(S(=O)(=O)c2c(C)[nH]c(=O)[nH]c2=O)CC1
  11, 0, 1, 1, -3, -10, 30, 2
38: COc1ccc(C(=O)c2ccccc2)c2c(O)ccc(C(=O)c3ccccc3)c12
  -41, 11, 11, 4, 38, -4, 15, 22
39: C=CCOCC(O)CS(=O)(=O)Cc1ccc(Cl)cc1 (stereo unspecified)
  6, 11, -12, -9, 15, 4, -2, -3
40: CN(CCCNC(=O)c1cc2c(Cl)nc3ccccc3c2s1)Cc1ccccc1
  -5, -6, 7, -9, 3, 34, 30, 33

In the list so far, these have a furan ring, fused or not:
Values in the order: 697 NFkB inh, APJ antagonist, EBI2 block, CXCR6 block, Jurkat NFkB inh, UBC13 inh, CCR6 antag, Gli-Sufu antag
1: O=C(Nc1ccc(N2CCOCC2)c(Cl)c1)c1ccc(Br)o1
  -91, -13, -7, 4, -115, 3, -7, -84
17: CCCCC(NC(=O)CCc1c(C)c2cc3c4c(oc3c(C)c2oc1=O)CCCC4)C(=O)O (stereo unspecified)
  -2, 9, 0, 4, 10, -1, -6, 2
22: CNC(=O)NC(=O)C(C)OC(=O)c1oc2ccccc2c1CSc1ccc(Cl)cc1 (stereo unspecified)
  -1, 10, 15, 4, 16, 8, 6, -9
23: O=C(O)[C@@H]1CCCN1C(=O)c1ccco1
  -17, 0, -1, 0, 0, -5, -5, 0

(continued)
Values in the order: 697 NFkB inh, APJ antagonist, EBI2 block, CXCR6 block, Jurkat NFkB inh, UBC13 inh, CCR6 antag, Gli-Sufu antag
41: CCN(CC(=O)NCc1cccs1)C(=O)CCCOc1ccc(C(C)(C)C)cc1
  -24, -4, -3, -2, 1, 10, 9, -7
42: Fc1ccc(CNC(=S)NC2CCCC2)cc1
  -21, 2, 0, 0, 0, 0, 9, -1
43: Cc1ccc(S(=O)(=O)N2CC=C(N)N2)cc1
  /, /, -7, 10, /, /, -1, -9
44: O=C(COc1ccc2c3c(c(=O)oc2c1)CCC3)NCc1ccccn1
  10, 10, 1, 2, 2, 2, 4, 3
45: CC(C)CCOc1ccc(/C=N/N2C(=O)CSC2=S)cc1
  0, -56, -12, -10, -13, -6, -8, -4
46: Cc1ccc(NC(=O)CSc2sc3c(O)cc(=O)[nH]c3c2C#N)c(F)c1
  8, 8, -6, -4, -23, -8, 17, 3
47: C/C(=N\OCC(=O)OCC(=O)N(Cc1ccccc1)C(C)(C)C)c1ccc2c(c1)OCO2
  3, 15, 8, -1, 8, -3, 20, -10
48: O=C(CCCn1c(=S)[nH]c2cc3c(cc2c1=O)OCO3)N1CCN(c2ncccn2)CC1
  -5, -7, -2, -11, -9, 0, 0, 2
49: N#C/C(=C\c1ccc(OCCN2CCOCC2)cc1)C(=O)Nc1ccccc1
  -58, -20, 15, -11, 6, -7, -1, 5
50: CC(C)NC(=O)CC1C(=O)NCCN1CC(c1ccccc1)c1ccccc1 (stereo unspecified)
  -9, 0, -3, -3, -9, -6, 17, -5
51: CCC(=O)c1cc2c(C)cc(=O)oc2c(C)c1OC
  -10, -6, -5, -6, -5, 1, 6, 6
52: CN(C)C(=O)/C(=C\c1ccncc1)NC(=O)c1ccccc1
  6, -1, -3, 0, 1, 4, 0, -9
53: COC(C(=O)NC1CC1)c1ccccc1 (stereo unspecified)
  7, 4, -3, -11, 12, 6, -1, 4
54: Cc1cccc(C)c1OCC(=O)Nn1c(COc2ccccc2)nc2ccccc2c1=O
  13, 5, 4, -12, 14, -3, -10, 9
55: Nc1nnc(-c2cccc([N+](=O)[O-])c2)o1
  7, -8, -7, -5, 5, -16, -1, 1
56: CCn1c(CNc2cccc(C(F)(F)F)c2)n[nH]c1=S
  -12, -1, -3, 2, 4, 5, 7, -17
57: Cc1cccc(-c2nc(=S)c3c(o2)CCCC3)c1
  -138, 5, -2, 33, -166, 2, 38, -54
58: CCCn1c(=O)[nH]c(=O)c2c1nc(-c1ccc(C#N)cc1)n2CCOC
  18, 0, 1, 9, -2, 13, 19, -5
59: Cc1nnc(SCC(=O)N2c3ccccc3C(C)(c3ccccc3)CC2(C)C)s1 (stereo unspecified)
  -26, 16, 23, 16, -7, -18, 29, 4
60: Cc1ccc(NC(=O)Nc2nnc(Cc3ccc(F)cc3)s2)cc1
  -6, -9, 2, -5, -27, 4, -7, -16

(61) FC(F)(F)c1nc2ccccc2nc1N/N=C\c1ccccc1
(62) CCOC(=O)c1cc(N)cc([N+](=O)[O-])c1
(63) Cc1ccc(/C=C/S(=O)(=O)NCC(=O)OCC(=O)Nc2ccc(C(=O)N(C)C)cc2)cc1
(64) COCCn1c(=O)[nH]c(=O)c2c1nc(-c1cc(Br)c3c(c1)OCO3)n2Cc1ccccc1
(65) CCN=C1Sc2nc3ccc(OCC)cc3cc2CN1CCOC
(66) NC(CSC1(c2ccccc2)c2ccccc2-c2ccccc21)C(=O)O (stereo unspecified)
(67) O=C(N/N=C/c1cc([N+](=O)[O-])cc([N+](=O)[O-])c1O)C(O)(c1ccccc1)c1ccccc1

Screen / compound no.,61,62,63,64,65,66,67
697 NFkB inh,-27,-13,-4,12,-64,/,8
APJ antagonist,4,2,20,15,4,/,24
EBI2 block,-2,5,-5,8,-3,8,7
CXCR6 block,11,-11,1,2,3,2,39*
Jurkat NFkB inh,-9,11,-4,3,-10,/,-2
UBC13 inh,-40,2,-8,21,-9,/,-41
CCR6 antag,23,-5,1,7,14,-1,32
Gli-Sufu antag,4,-2,-1,6,2,-8,4
